Screening results (PubChem BioAssay)
FXN GAA850 act: FXN promoter activators, primary screen, cell-based, luciferase luminescence, HEK293 lucGAA850; HEK293 lucGAA850 FXN promoter luciferase reporter, 24 h; percent of 10 µM SAHA response; activation, % at 6 µM; 360,000 compounds, 0.56% hits; AID 540364, 2011;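 active means activation above the average of all compounds screened plus 3 SD, cutoff fixed separately per campaign, cut at about 7.5% in these data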;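 further: 0% = DMSO wells and 100% = 10 µM SAHA wells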
DAX1 inh-1: DAX1 (NR0B1) inhibitors, primary screen, cell-based, HEK293, Gal4-DAX1, luciferase luminescence; AID 504766, 2011; HEK293 Gal4-DAX1 luciferase reporter; inhibition, % at 6.75 µM; 340,000 compounds, 0.99% hits; Nuclear receptor subfamily 0 group B member 1 (Homo sapiens), P51843;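 active means inhibition above the mean over all tested compounds plus 3 SD, cut at about 4.2% in these data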;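 further: 0% = DAX1-transfected cells with DMSO and 100% = empty-vector control cells with DMSO; inhibition shows as a rise in luminescence from relieved DAX1 repression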
ADAM17 inh: ADAM17 inhibitors, primary screen, biochemical, QFRET. recombinant ADAM17, EDANS/DABCYL FRET peptide cleavage. inhibition, % at 6.95 µM. 370,000 compounds, 0.83% hits. Disintegrin and metalloproteinase domain-containing protein 17 (Homo sapiens), P78536;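 active means inhibition above the mean of compounds lying between control limits plus 3 SD, set per campaign, cut at about 8.5% in these data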;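 further: 0% = DMSO-only wells as the low control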
hgDAF12 agonist: H. glycines DAF-12 receptor agonists, primary screen, cell-based, luminescence, HEK293, GAL4 fusion, UAS-luciferase; Nuclear hormone receptor DAF-12 (Heterodera glycines), GAL4 fusion; HEK293 GAL4-hgDAF12 UAS-luciferase reporter, agonist luminescence; normalized to butyrate control; activation, % at 6.8 µM; 370,000 compounds, 1.8% hits; AID 687014, 2013;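 active means activation above a cutoff set at the mean of all screened compounds plus 3 SD, cut at about 10% in these data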;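 further: 0% = DMSO wells and 100% = sodium butyrate wells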
hcDAF12 agonist: H. contortus DAF-12 nuclear receptor activators, primary screen, cell-based, luminescence, HEK293, lit1-tk-luc reporter | HEK293 hcDAF-12 lit1-tk-luc reporter; 0% DMSO, 100% Δ7-dafachronic acid | activation, % at 6.8 µM | 370,000 compounds, 1.4% hits;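 active means activation above the mean of all tested compounds plus 3 SD, cut at about 5.5% in these data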;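 further: 100% = response to 3 µM Δ7-dafachronic acid high control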
ADAM10 inh: human ADAM10 inhibitors, primary screen, biochemical, QFRET, HTS. Disintegrin and metalloproteinase domain-containing protein 10 (Homo sapiens), O14672. AID 720582, 2013. recombinant ADAM10, EDANS/DABCYL FRET peptide cleavage, 3 h. 370,000 compounds, 0.62% hits. inhibition, % at 7 µM;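 active means inhibition above a per-campaign cutoff equal to the mean of compounds falling between control-based bounds plus 3 SD, cut at about 20% in these data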;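 further: 0% = DMSO wells while the 100% control is not disclosed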
Target sequence (O14672 214-748 limits assumed): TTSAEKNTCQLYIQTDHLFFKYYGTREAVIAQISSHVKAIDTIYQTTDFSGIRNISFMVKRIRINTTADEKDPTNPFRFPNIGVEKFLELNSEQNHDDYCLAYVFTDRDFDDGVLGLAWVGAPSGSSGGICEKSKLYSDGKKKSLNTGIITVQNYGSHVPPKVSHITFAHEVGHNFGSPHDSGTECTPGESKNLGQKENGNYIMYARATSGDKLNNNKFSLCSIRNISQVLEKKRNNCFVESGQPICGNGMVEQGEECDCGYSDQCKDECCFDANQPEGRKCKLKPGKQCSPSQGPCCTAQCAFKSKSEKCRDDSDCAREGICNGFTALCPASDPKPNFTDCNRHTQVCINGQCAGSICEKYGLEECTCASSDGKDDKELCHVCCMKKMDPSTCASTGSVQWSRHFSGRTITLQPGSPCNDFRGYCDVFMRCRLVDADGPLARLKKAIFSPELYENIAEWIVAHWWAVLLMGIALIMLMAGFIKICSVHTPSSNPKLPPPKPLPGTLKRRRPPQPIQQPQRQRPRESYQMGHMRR
ssDAF-12 act: S. stercoralis DAF-12 nuclear receptor activators, primary screen, cell-based, luminescence, HEK293, GRIP1 co-expression, lit1-tk-luc; HEK293 ssDAF-12/GRIP1 lit1-tk-luc reporter; % of 3 µM dafachronic acid response; activation, % at 6.8 µM; 370,000 compounds, 1% hits;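 active means activation above the mean over all tested compounds plus 3 SD, cut at about 0.9% in these data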;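 further: 0% = DMSO-only wells and 100% = 3 µM delta7-dafachronic acid wells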
PLCg1 inh: PLC-gamma1 enzyme inhibitors, primary screen, biochemical, fluorescence, purified enzyme | 1-phosphatidylinositol 4,5-bisphosphate phosphodiesterase gamma-1 (Homo sapiens), P19174 | fluorogenic substrate | inhibition, % at 12.2 µM | 370,000 compounds, 0.84% hits | AID 720700, 2013; in the data active means inhibition above about 9.5%
PLC-beta3 inh: human PLC-beta3 inhibitors, primary screen, biochemical, fluorescence; AID 720704, 2013; 1-phosphatidylinositol 4,5-bisphosphate phosphodiesterase beta-3 (Homo sapiens), Q01970; inhibition, % at 12.2 µM; 370,000 compounds, 0.18% hits; Purified PLC-beta3, fluorogenic substrate; in the data active means inhibition above about 11%;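 further: 0% = median of compound wells on plate and 100% = full blocker control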
sPLA2-III inh: human group III sPLA2 inhibitors, primary screen, biochemical, QFRET, BODIPY PC-A2 liposome substrate; QFRET BODIPY PC-A2 liposome hydrolysis, fluorescence; inhibition, % at 12.2 µM; 370,000 compounds, 0.56% hits; AID 743126, 2013;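 active means inhibition above mean plus 3 SD of compounds lying within the high and low control bounds, cut at about 19% in these data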;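 further: 0% = median of test compound wells and 100% = no enzyme DMSO wells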
Target sequence (Q9NZ20 whole entry, looked up): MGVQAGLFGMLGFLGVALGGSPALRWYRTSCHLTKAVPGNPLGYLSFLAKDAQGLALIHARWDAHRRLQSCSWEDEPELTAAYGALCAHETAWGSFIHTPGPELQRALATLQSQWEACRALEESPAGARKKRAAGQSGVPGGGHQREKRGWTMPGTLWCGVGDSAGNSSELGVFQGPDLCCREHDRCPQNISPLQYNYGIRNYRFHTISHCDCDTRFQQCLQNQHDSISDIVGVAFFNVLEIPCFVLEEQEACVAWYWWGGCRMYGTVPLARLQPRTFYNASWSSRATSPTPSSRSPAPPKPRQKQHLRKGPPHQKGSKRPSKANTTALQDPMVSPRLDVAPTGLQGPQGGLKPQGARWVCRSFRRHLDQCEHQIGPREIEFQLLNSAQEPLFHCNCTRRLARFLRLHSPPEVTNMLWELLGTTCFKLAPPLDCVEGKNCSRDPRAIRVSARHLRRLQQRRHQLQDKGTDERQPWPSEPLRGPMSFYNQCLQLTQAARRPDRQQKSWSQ
DAX1 inh-2: DAX1 (NR0B1) inhibitors on StAR promoter, primary screen, cell-based, luminescence, SF-1 (NR5A1), full-length DAX-1; HEK293T StAR-luciferase reporter, SF-1/DAX-1 repression relief; inhibition, % at 6.8 µM; 370,000 compounds, 1.1% hits; AID 652010, 2013;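 active means inhibition above the mean over all tested compounds plus 3 SD, cut at about 3.6% in these data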;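 further: 0% = DAX-1 cells with DMSO and 100% = cells lacking DAX-1 with DMSO; higher inhibition means more luminescence from relief of DAX-1 repression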
* = called active by the depositor; i = inactive; / = not tested or not shown; & = joins results of further samples. These rows are one share of the data; count on the stated rates, not on these rows.

item | compound | FXN GAA850 act | DAX1 inh-1 | ADAM17 inh | hgDAF12 agonist | hcDAF12 agonist | ADAM10 inh | ssDAF-12 act | PLCg1 inh | PLC-beta3 inh | sPLA2-III inh | DAX1 inh-2
1 | CC(C)N1C(=O)CC2(CC[N+](C)(CCOC(=O)C(O)(c3ccccc3)c3ccccc3)CC2)C1=O (centres undefined) | -0.1 | -0.2 | -2.7 | 1.0 | 0.7 | 5.0 | -0.7 | -0.9 | 4.5 | 3.3 | 0.0
2 | COc1ccc(CC2NCC(O)C2OC(C)=O)cc1 (centres undefined) | -15.6 | -9.1 | -0.1 | -15.6 | -8.2 | -7.6 | -2.8 | 4.5 | 9.0 | 2.3 | -7.7
3 | NCCc1c[nH]c2ccc(O)cc12 | 0.4 | 1.6 | -5.6 | -3.4 | -2.2 | -4.9 | -1.1 | -0.7 | -0.6 | -2.5 | 0.3
4 | CN1CC[C@]23c4c5ccc(OC6OC(C(=O)O)[C@@H](O)C(O)[C@H]6O)c4OC2C(O)C=CC3[C@H]1C5 (some centres undefined) | 2.6 | 0.4 | -0.7 | 2.2 | 4.5 | -11.1 | -1.2 | -1.9 | -0.4 | 1.5 | 0.7
5 | CC1CN=C(NCc2ccccc2)S1 (centres undefined) | 0.9 | 1.0 | 0.5 | 0.0 | -0.9 | 4.9 | -1.1 | -0.3 | 2.7 | -0.9 | 1.6
6 | CCC(COC(=O)NC)NC(=O)Oc1ccccc1 (centres undefined) | 1.6 | 0.0 | -3.6 | 1.4 | -0.7 | 0.3 | -1.0 | 2.2 | 2.9 | 5.9 | 0.0
7 | COc1ccc(C(=O)C2CN(C)CC2C(=O)c2ccc(OC)cc2)cc1 (centres undefined) | -0.7 | -0.3 | -0.4 | 4.9 | 8.5* | 1.5 | -0.8 | -6.5 | -12.2 | -10.5 | 0.7
8 | CN(C)CCN(CC1CCCN(Cc2ccccc2F)C1)C(=O)Cc1c(F)cccc1F (centres undefined) | -1.9 | -1.7 | -1.9 | -0.5 | 0.9 | -10.3 | -1.2 | -1.0 | -6.2 | -5.2 | 0.4
9 | CCCC[N+]1(C)C2CC(OC(=O)C(CO)c3ccccc3)CC1C1OC12 (centres undefined) | 2.2 | 1.4 | 2.1 | -2.5 | -1.7 | 6.0 | -1.2 | 5.8 | 2.2 | -2.5 | 0.0
10 | CC(C)(C)c1o[nH]c(=O)c1CC(N)C(=O)O (centres undefined) | -0.3 | -0.2 | -0.1 | -0.1 | -0.1 | 1.1 | -1.6 | 1.2 | -0.2 | -5.2 | -0.5
11 | O=C(Nc1ccccc1)c1cccn(Cc2ccccc2)c1=O | 1.1 | -1.4 | -3.1 | 4.5 | -2.3 | -5.5 | -1.3 | -4.9 | -7.1 | -5.7 | -1.5
12 | O=C1C2CCN(CC2)C1Cc1ccc(OCCOc2ccccc2)cc1 (centres undefined) | -0.3 | 1.5 | 0.8 | -2.2 | -1.2 | -6.6 | -1.3 | -0.2 | 0.5 | 2.1 | 0.0
13 | CN1CC(Br)C(=O)NC1=O (centres undefined) | -2.4 | 0.5 | -4.4 | 1.0 | -0.5 | -3.0 | -0.9 | 2.5 | 3.2 | -2.2 | 1.9
14 | COc1cc2c(c(OC)c1O)-c1ccc(OC)c(=O)cc1C(NC(=O)C(F)(F)F)CC2 (centres undefined) | 0.3 | 1.7 | -2.3 | -6.3 | 1.2 | -5.8 | -0.3 | 7.4 | 4.6 | 6.1 | 0.4
15 | COc1ccc(CN2CCCC(C(=O)c3ccccc3SC)C2)cc1O (centres undefined) | 0.3 | -0.1 | 0.2 | -4.4 | -0.2 | 3.0 | -0.7 | -0.9 | 3.8 | -20.1 | 0.3
16 | COC(=O)C1=C(c2ccccc2OCc2ccccc2)C[C@@H]2CC[C@H]1N2C(=O)NCc1ccc([N+](=O)[O-])cc1 | 0.5 | 0.4 | 7.6 | -1.7 | -2.9 | 15.4 | -1.4 | 6.1 | 2.6 | -17.7 | -0.2
17 | CCCCCC[N+](=O)[O-] | 0.3 | 0.0 | -5.0 | -1.6 | -2.2 | -13.2 | -1.1 | -3.1 | -0.8 | 0.1 | 0.7
18 | COc1ccc(CCn2c(O)c(C=NCCCN(C)C)c(=O)[nH]c2=O)cc1OC | -3.0 | -0.5 | -1.3 | 1.4 | -0.2 | -4.8 | -1.1 | 0.5 | 0.6 | -1.3 | -0.4
19 | COC(=O)C1=C(c2ccc(-c3ccccc3)c(F)c2)C[C@@H]2CC[C@H]1N2C(=O)NCc1ccc(F)cc1 | -4.9 | 0.0 | 16.6* | -5.0 | -2.6 | 28.2* | -1.8 | 11.8* | 5.2 | -14.8 | -1.1
20 | Cc1ccc2c(c1)C1CN(C)CCC1N2C(=O)c1cccnc1Cl (centres undefined) | -3.1 | 1.8 | -0.7 | 0.6 | 2.8 | -1.8 | -0.5 | -0.9 | -10.1 | -0.9 | 0.3
21 | COCCN1Cc2cc(=O)n3c([nH]c4ccccc43)c2C1=N | 1.8 | 0.7 | i | 6.7 | 2.2 | i | -0.5 | -332.0 | i | 7.4 | 0.9
22 | CN(C)c1ccc(C=C2C(=O)NC(=S)NC2=O)cc1[N+](=O)[O-] | 1.1 | -0.9 | -4.1 | 0.4 | -0.6 | -3.0 | -2.3 | -0.3 | -4.2 | 6.6 | -0.2
23 | Cc1cc(-c2ccccc2)cc(-c2ccccc2)[n+]1CCc1ccccc1 | -3.3 | -2.4 | -7.5 | -5.0 | -3.5 | -4.1 | -2.2 | -5.3 | -9.6 | -0.8 | -2.0
24 | CCC(=O)OC(Cc1ccccc1)(c1ccccc1)[C@H](C)CN(C)C (some centres undefined) | -1.4 | 1.6 | -2.3 | 0.1 | -0.4 | -17.6 | -0.9 | -0.8 | -2.2 | 11.6 | 1.2
25 | CCC(=NCC1CCCO1)c1c(O)n(-c2ccccc2)c(=O)[nH]c1=O (centres undefined) | -0.9 | 0.1 | -5.1 | -0.1 | -1.2 | -5.6 | -0.3 | 1.1 | 2.1 | 4.9 | -0.1
26 | COc1ccc(-n2c(-c3ccccc3F)nc3ccccc3c2=O)cc1 | -1.2 | 0.6 | 0.1 | -1.1 | -0.9 | 1.6 | -1.1 | -0.9 | 1.4 | -0.7 | -0.2
27 | COc1ccc(SCC2CN(C)CCC2c2ccc(F)cc2)cc1 (centres undefined) | 2.0 | 2.3 | 1.2 | 0.6 | 0.6 | 8.2 | -1.0 | -15.7 | -31.7 | -8.9 | 0.3
28 | CCC1C(c2ccccc2)NC(c2ccccc2)CC1(O)c1ccc(F)cc1 (centres undefined) | -4.1 | -0.3 | 4.9 | 7.1 | -2.4 | 20.9* | -1.8 | 5.4 | -5.6 | -1.9 | 0.3
29 | CCc1ccc(N2C(=O)NC(=O)C(CCc3ccncc3)(CCc3ccncc3)C2=O)cc1 | 2.0 | -0.1 | 5.7 | -0.9 | 1.1 | 3.6 | 0.8 | 1.6 | 2.4 | 4.5 | 0.4
30 | O=C(Cc1ccc([N+](=O)[O-])cc1)N1CCN(Cc2ccc3c(c2)OCO3)CC1 | 1.4 | / | 3.9 | -1.5 | -0.4 | 0.4 | -2.0 | 3.4 | -2.0 | -7.2 | -0.3
31 | CC(=O)OC1(c2ccccc2)CCN(C)C2CCCCC21 (centres undefined) | 0.9 | -0.8 | -3.8 | -2.3 | -0.2 | -2.6 | -0.4 | -0.2 | -0.6 | -3.1 | 0.3
32 | Cc1cccc(N2CCc3c2nc2ccccc2c3N)c1 | 1.6&-1.0 | 0.0&0.2 | -129.7 | 2.5&5.7 | 0.8&4.0 | -424.8 | 0.0&0.1 | i | i | -9.7&-45.5 | -1.2&0.3
33 | Cc1cccc(-n2c(-c3cccs3)nc3ccccc3c2=O)c1 | 0.1 | -1.0 | -3.0 | -2.4 | -1.3 | -8.3 | -2.2 | -7.7 | -8.0 | 14.0 | -1.1
34 | c1coc(CNCCc2c[nH]c3ccccc23)c1 | 1.1 | 1.3 | -1.8 | 0.6 | 1.6 | -5.0 | 0.6 | -0.6 | -4.5 | -6.3 | -0.5
35 | CC(C)n1cc(C(=O)N(CC(=O)NC(C)(C)C)Cc2ccccc2)cn1 | 2.7 | 0.8 | 1.5 | -1.4 | -1.3 | 4.9 | -0.9 | 7.5 | -0.2 | 9.3 | 0.2
36 | C=CCn1c(O)c(/C=C/C=Nc2ccccc2)c(=O)[nH]c1=O | -0.6 | 0.2 | -2.5 | 1.6 | -1.2 | -11.6 | -1.2 | -3.3 | -4.6 | 12.5 | -0.8
37 | CC(=O)OC[C@]12CCC(C)=C[C@H]1O[C@@H]1[C@H](O)[C@@H](OC(C)=O)[C@@]2(C)[C@]12CO2 | -15.9 | -9.6 | -3.0 | -15.5 | -7.8 | -3.0 | -3.3 | 4.2 | 7.9 | 1.8 | -7.0
38 | C=CCCC[C@@H]1OC(=O)CNC(=O)C([C@@H](C)CC)NC(=O)[C@@H]2CCCN2C(=O)C([C@@H](C)CC)OC(=O)[C@H](Cc2ccccc2)N(C)C(=O)[C@H](C(C)C)NC(=O)C1(C)C (some centres undefined) | / | / | -0.2 | -2.1 | -1.3 | 3.3 | -1.0 | 3.1 | -0.7 | -12.2 | 0.0
39 | COC(=O)C1=C(c2cc3ccccc3o2)C[C@@H]2CC[C@H]1N2C(=O)NCc1cccc2ccccc12 | 6.3 | -1.5 | 1.3 | -0.2 | -1.7 | 2.5 | -1.3 | 7.3 | 5.4 | -0.1 | -0.1
40 | CCN(C(=O)CN1CC=C(c2ccccc2)CC1)c1c(N)n(Cc2ccccc2)c(=O)[nH]c1=O | 3.0 | -0.8 | -1.5 | 0.7 | 1.9 | -28.0 | -1.0 | -7.8 | -13.5 | -2.8 | 0.0
41 | c1ccc(CCCN2CCN(CCOC(c3ccccc3)c3ccccc3)CC2)cc1 | -2.1 | -0.9 | -5.1 | 0.4 | -0.2 | -4.0 | -1.5 | 2.1 | 1.6 | -5.8 | 0.1
42 | CCCCCCn1c(N)c(C(=O)NCCN2CCOCC2)c2nc3ccccc3nc21 | -0.9 | -1.4 | -268.8 | 1.0 | -2.1 | i | -1.3 | i | i | -13.2 | -0.5
